Screening results: PubChem, National Center for Advancing Translational Sciences (NCATS)
IDH1 R132H inh: inhibitors of human mutant IDH1 R132H; Potency, µM (series often up to 76.6 µM), without a hit: at the highest dose activity change, negative = inhibition, hits mostly inhibitors; 0.093% of 390,000 active; IDH1-R132H enzyme, NADPH consumption, diaphorase/resazurin fluorescence; AID 602179; O75874; note: potency is the fitted concentration of half-maximal effect; % is set by controls: 0 for no effect and ±100 for the full control effect; nearly all actives have a fitted effect of over 65% in size
Target sequence (O75874 whole entry R132H, stated change not applied): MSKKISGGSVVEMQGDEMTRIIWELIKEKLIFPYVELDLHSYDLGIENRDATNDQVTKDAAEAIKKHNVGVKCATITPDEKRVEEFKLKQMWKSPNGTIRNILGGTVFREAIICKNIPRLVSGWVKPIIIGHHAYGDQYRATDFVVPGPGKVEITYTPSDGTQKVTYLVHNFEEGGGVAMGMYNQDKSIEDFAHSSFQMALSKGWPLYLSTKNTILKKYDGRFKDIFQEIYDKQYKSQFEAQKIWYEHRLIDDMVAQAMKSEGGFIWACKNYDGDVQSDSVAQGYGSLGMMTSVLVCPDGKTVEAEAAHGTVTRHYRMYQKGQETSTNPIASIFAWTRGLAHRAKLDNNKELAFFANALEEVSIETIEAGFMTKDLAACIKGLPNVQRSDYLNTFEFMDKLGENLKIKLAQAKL
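IDH1-R132H (0.5 ug/mL) preincubated 30 min with compound, then NADPH (0.016 mM) and alpha-KG (2 mM) added; 80 min at RT, pH 7.5. Remaining NADPH coupled via diaphorase/resazurin to fluorescence (540/590 nm); concentration-response curves normalized to no-enzyme control.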
LDHA inh: inhibitors of human lactate dehydrogenase A; activity change, % (values are at about 110 or 230 µM); purified LDHA, NADH/diaphorase-resazurin fluorescence; stronger effect = lower value; 0.15% of 480,000 active; P00338; in the data active = activity change below about -30%; inconclusive = mostly about -25% to -30%;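 note: plate controls were DMSO wells for no effect and wells without enzyme for full effect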
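LDH5 2 nM; NADH 0.06 mM, pyruvate 0.2 mM; 200 mM Tris pH 7.4, EDTA, Tween-20; 5 min RT. Detection: diaphorase 0.133 mg/mL + resazurin 37 µM, fluorescence ex540/em590 at 0 and 20 min; normalized to enzyme-free and DMSO wells.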
PI4K2A block: inhibitors of human PI4K2A. purified PI4K2A, ADP-Glo luminescence, 1 h; stronger effect = lower value. Q9BTU6. activity change, negative = inhibition, % at 76.9 µM. 0.13% of 420,000 active; in the data active = activity change below about -50%; inconclusive = mostly about -30% to -49%;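 note: -100% = wells without enzyme as full effect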
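PI4K2A activity was measured by ADP-Glo luminescence: enzyme (4 ug/mL stock) and phosphatidylinositol (1.2 mM stock) in Tris pH 7.5/MgCl2/EGTA/Triton X-100 buffer were reacted with ATP (300 microM stock) for one hour at ambient temperature.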
Vif-APOBEC3G blk: inhibitors of Vif-APOBEC3G interaction | HeLa A3G-eYFP + Vif (tagged APOBEC3G with the HIV-1 protein that degrades it), YFP fluorescence, overnight | Potency, µM (highest dose often 46.1 µM), without a hit: at the top dose activity, negative = active, hits mostly inhibitors | 0.076% of 410,000 active;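 note: potency is the fitted concentration of half-maximal effect; % is set by controls: 0 for no effect and ±100 for the full control effect; nearly all actives have a fitted effect of over 60% in size; hits raise eYFP signal because A3G escapes Vif-driven loss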
Target sequence (Q9HC16 whole entry, looked up): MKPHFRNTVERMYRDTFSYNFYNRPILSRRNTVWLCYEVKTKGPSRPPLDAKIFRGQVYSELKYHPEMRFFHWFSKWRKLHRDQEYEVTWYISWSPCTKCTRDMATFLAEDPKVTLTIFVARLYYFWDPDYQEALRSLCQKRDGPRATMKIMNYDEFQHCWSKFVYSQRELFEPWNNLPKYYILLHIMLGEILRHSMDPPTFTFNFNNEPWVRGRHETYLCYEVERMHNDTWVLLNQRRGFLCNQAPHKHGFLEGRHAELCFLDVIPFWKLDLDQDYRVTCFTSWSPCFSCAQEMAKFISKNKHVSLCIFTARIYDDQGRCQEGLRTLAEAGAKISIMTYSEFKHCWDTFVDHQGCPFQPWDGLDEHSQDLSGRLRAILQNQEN
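HeLa cells stably expressing Vif and C-terminally eYFP-tagged A3G, seeded overnight at 37 deg C, then exposed to compound by pintool overnight at 37 deg C. Rise in yellow fluorescence (Ex 488/Em 500-530, Acumen) marks blocked Vif-driven A3G degradation.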
RXFP1 ag: activates the human relaxin receptor RXFP1. Q9HBX9. HEK293T-RXFP1 cAMP TR-FRET, 30 min; response scale: percent of porcine relaxin response, buffer zero. Potency, µM (titrated, usually from 57.5 µM), without a hit: top-dose activation, actives largely listed as activators. 0.3% of 370,000 active; note: potency is the fitted concentration of half-maximal effect; % is set by controls: 0 for no effect and ±100 for the full control effect; nearly all actives have a fitted effect of over 60% in size; many of its hits are not listed in these tables
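HEK293 cells stably expressing RXFP1, treated 30 min at 37C with compounds plus PDE4 inhibitor Ro 20174; cAMP measured by HTRF TR-FRET. Normalized to buffer and 29 nM porcine relaxin; EC50 by Hill fit.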
Vif-A3F inh: blocks the Vif interaction with APOBEC3F | HeLa A3F-eYFP + Vif (tagged APOBEC3F with the HIV-1 protein that degrades it), YFP fluorescence increase | Potency, µM (highest dose often 46.1 µM), for the others: top-dose activity, negative = active | 0.2% of 390,000 active; note: potency is the fitted concentration of half-maximal effect; % of control where 0% means no effect; nearly all actives have a fitted effect of over 65% in size
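HeLa cells stably expressing Vif plus C-terminally eYFP-tagged A3F were seeded, incubated overnight at 37 deg C, dosed with compound, incubated overnight again at 37 deg C. Yellow fluorescence (Ex 488/Em 500-530) reported blocked Vif-mediated A3F-eYFP degradation.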
TrxR1 substrate: rat thioredoxin reductase 1 substrate activity. O89049. purified TrxR1 substrate turnover, NADPH consumption readout. Potency, µM (doses to about 114 µM), for inactives: at the top dose activity change, negative = substrate turnover. 0.01% of 390,000 active; note: potency is the fitted concentration of half-maximal effect; % is set by controls: 0 for no effect and ±100 for the full control effect; nearly all actives have a fitted effect of over 50% in size
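Rat TrxR1, dispensed at 90 nM, was prereduced with 400 uM NADPH (final) for 5 min at ~22 deg C, then incubated with compound 15 min before 400 uM selenite. A first-read NADPH fluorescence drop versus no-compound background flagged substrates.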
GRP78 ERSR act: ER stress response induction in glioma | U87-MG GRP78 promoter luciferase reporter, 16 h | Potency, µM, for inactives: at the top dose activation, hits mostly activators | 0.02% of 420,000 active | AID 602332; note: potency is the fitted concentration of half-maximal effect; series mostly up to about 76 µM; % of control where 0% means no effect; nearly all actives have a fitted effect of over 35% in size
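Stably transfected U87-MG human glioma cells carrying a GRP78-based luminescent sensor were seeded at 1000 cells/well, pin-dosed with compounds and incubated 16 h. Luciferase reagent was then added, and end-point luminescence was read after 10 min at room temperature.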
USP1-UAF1 inh: USP1/UAF1 (human) deubiquitinase inhibition | O94782 | recombinant USP1/UAF1, Ub-Rhodamine cleavage fluorescence | Potency, µM (doses to about 57.1 µM), without a hit: at the highest dose activity change, negative = inhibition, hits mostly inhibitors | 0.23% of 390,000 active; note: potency is the fitted concentration of half-maximal effect; % is set by controls: 0 for no effect and ±100 for the full control effect; nearly all actives have a fitted effect of over 60% in size; inactives centre near -12
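1 nM enzyme complex + cpd, 15 min RT; start with Ub-Rho 150nM final; kinetic fluorescence ex 480/em 540, 6 reads q60 s. Buffer 50mM HEPES pH 7.8, 0.5mM EDTA, 0.1 mg/ml BSA, 1mM TCEP, 0.01% Tween-20.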
* = called active by the depositor; u = inconclusive; x = not tested or not shown; [ ] = dose if it differs, or a comment. Unless noted, calls come from the whole dose curve; as a rule, active = well fitted curve in the direction sought with a large enough effect; inconclusive = small, poorly fitted or top-dose-only effect, or another doubt; inactive = no such curve, though single readings can be large; an effect the other way counts as inactive or inconclusive. A portion of the library. The share of hits here may be higher or lower than overall.

SMILES,IDH1 R132H inh,LDHA inh,PI4K2A block,Vif-APOBEC3G blk,RXFP1 ag,Vif-A3F inh,TrxR1 substrate,GRP78 ERSR act,USP1-UAF1 inh
CC(C)Oc1ccc(CNC(=S)Nc2ccccc2)cc1Cl,0%,-13,6,0%,-0.2%,u,2%,3%,-25%
CCOC(=O)C1(C)CCCN1C(=O)c1cccc(F)c1 (stereo not drawn),x,-3,2,0%,x,x,x,-2%,x
COc1ccc(NC(=O)CNC(=O)Cc2cccc3ccccc23)c(OC)c1,5%,-4,-2,-4%,0.8%,2%,7%,-3%,-11%
Cc1ccccc1-c1nnn(CC(=O)Nc2cccc(S(N)(=O)=O)c2)n1,3%,-6,2,-5%,-1.0%,-4%,7%[57.1 µM],-5%,-14%
COc1ccc(C)cc1NC(=O)N1CCN(c2nnc(C)c3c(C)n(-c4ccccc4)nc23)CC1,x,-1,0,x,0.8%,x,-5%[57.1 µM],x,-7%
CC1(C)N=C(N)N=C(N)N1c1cccc(C(=O)O)c1,2%,-4,0,-3%,1.0%,-11%,15%,-8%,-17%
CCCCCCOc1ccc(C(=O)n2cnc(N)n2)cc1,0%,2,31,0%,1.5%,-2%,8%,-3%,-20%
CCOc1ccc(NC(=O)COc2ccc(N3CC(C(N)=O)CC3=O)cc2)cc1 (stereo not drawn),-1%,0,-1,1%,x,0%,5%,-7%,-10%
O=C(CCNC(=O)c1ccccc1Cl)Nc1cc(C(F)(F)F)ccc1Cl,-1%,-4,-1,-2%,-0.1%,4%,-12%,-4%,-15%
Cc1ccc(CCNC(=O)C23CN(Cc4ccccc4)CC2C(c2cccc([N+](=O)[O-])c2)=NO3)cc1 (stereo not drawn),0%,-3,-9,-4%,-0.3%,1%,-5%,0%,-34%
Cc1ccc(S(=O)(=O)N2CCC(C(=O)N/N=C/c3cccnc3)CC2)cc1,8%,0,1,1%,1.8%,4%,-7%,-4%,-15%
C#CCN(C(=O)c1ccc(OC)c(OC2CCN(C(C)C)CC2)c1)C1CCCCC1,-3%,-8,1,4%,-3.3%,9%,-4%,-2%,-10%
COc1ccc(CN(CC(=O)NCC2CCCO2)C(=O)CCC(=O)Nc2cc(C)ccn2)cc1 (stereo not drawn),5%,1,-5,u,0.5%,6%,-7%,-2%,-20%
COc1ccc(NC(=O)CN(C)C(=O)c2ccc3c(c2)S(=O)(=O)N=C2CCCCCN23)cc1,2%,-3,-4,1%,0.3%,3%,8%,-5%,-18%
CN(C)c1ccc(/C=C/C(=O)c2cccc(Br)c2)cc1,2%,-1,6,u,-1.7%,u,-6%,2%,x

The listing continues.
SMILES,IDH1 R132H inh,LDHA inh,PI4K2A block,Vif-APOBEC3G blk,RXFP1 ag,Vif-A3F inh,TrxR1 substrate,GRP78 ERSR act,USP1-UAF1 inh
O=C(COC(=O)c1ccc(Br)o1)NCc1ccccc1Cl,6%,-2,-4,3%,x,6%,4%,-2%,-10%
O=C(CSc1ccc2ccccc2n1)NCCC1=CCCCC1,5%,0,2,2%,4.6%,4%,-1%,-6%,-11%
Cc1ccc(NC(=O)/C=C/c2ccc([N+](=O)[O-])s2)c(C)c1,7%,-1,-1,u,-1.3%,10µM*,-10%,-12%,-13%
CC(=O)c1ccc(-c2cnc3c(NC=O)cc(-c4ccc(N5CCN(C)CC5)cc4)cn23)cc1,x,3,-9,-6%,x,x,x,-2%,x
COc1ccc(C(=O)Nc2cccc(-c3cn4ccsc4n3)c2)c(OC)c1,-4%,-4,-2,-4%,0.0%,1%,4%[57.1 µM],-2%,-19%
Cc1nn(C)cc1C(=O)Nc1ccc2c(c1)OCCO2,2%,-2,2,-5%,1.3%,2%,-2%,-8%,-14%
CN1C(=O)[C@H]2[C@@H](C3CC3)N3C(=O)CN(CCO)C(=O)[C@@]3(Cc3ccccc3)[C@H]2C1=O,-5%,-1,-1,2%,0.6%,-1%,-4%[57.1 µM],-7%,13%
Cc1ccccc1N1C(=O)c2cccc3cccc(c23)C1=O,2%,-2,1,1%,3.8%,0%,5%,-4%,-20%
O=C(Cc1sc(-c2ccccc2Cl)nc1-c1ccccc1)Nc1ccccc1,-3%,-4,0,-13%,u,-1%,-5%,-4%,5%
Cc1cc(-c2nc3ncccc3o2)ccc1N,5%,-2,3,1%,15%,1%,931%[activator],-3%,-16%
CCc1cc2c(CN(C)Cc3ccccc3F)cc(=O)oc2cc1O,-6%,1,4,-12%,5.0%,3%,41%[activator],-1%,-28%
CCOn1c(=O)c(-c2ccc(Br)cc2)[n+]([O-])c2ccccc21,13%,-3,9,-1%,-1.5%,2%,6%,1%,-19%
COc1ccc(CNC(=O)C(=O)NCC2CCCN2S(=O)(=O)c2ccccc2)cc1 (stereo not drawn),-9%,-1,1,1%,0.2%,6%,-9%[57.1 µM],-4%,-7%
COc1ccc(S(=O)(=O)NCC(c2ccco2)N2CCOCC2)cc1C (stereo not drawn),-3%,-7,-1,5%,-0.1%,2%,-2%[57.1 µM],-1%,-9%
COc1ccc(C)cc1S(=O)(=O)N1CCCC(N2CCN(c3ccccc3)CC2)C1 (stereo not drawn),-2%,-4,0,1%,x,-9%,x,-2%,u

Pulled by structure from the entries so far:
SMILES,IDH1 R132H inh,LDHA inh,PI4K2A block,Vif-APOBEC3G blk,RXFP1 ag,Vif-A3F inh,TrxR1 substrate,GRP78 ERSR act,USP1-UAF1 inh
O=C(CCNC(=O)c1ccccc1Cl)Nc1cc(C(F)(F)F)ccc1Cl,-1%,-4,-1,-2%,-0.1%,4%,-12%,-4%,-15%
CN1C(=O)[C@H]2[C@@H](C3CC3)N3C(=O)CN(CCO)C(=O)[C@@]3(Cc3ccccc3)[C@H]2C1=O,-5%,-1,-1,2%,0.6%,-1%,-4%[57.1 µM],-7%,13%

Profiles from above:
COc1ccc(C)cc1S(=O)(=O)N1CCCC(N2CCN(c3ccccc3)CC2)C1 (stereo not drawn) as listed: IDH1 R132H inh: -2%; LDHA inh: -4; PI4K2A block: 0; Vif-APOBEC3G blk: 1%; RXFP1 ag: x; Vif-A3F inh: -9%; TrxR1 substrate: x; GRP78 ERSR act: -2%; USP1-UAF1 inh: u
COc1ccc(S(=O)(=O)NCC(c2ccco2)N2CCOCC2)cc1C (stereo not drawn) as listed: IDH1 R132H inh: -3%; LDHA inh: -7; PI4K2A block: -1; Vif-APOBEC3G blk: 5%; RXFP1 ag: -0.1%; Vif-A3F inh: 2%; TrxR1 substrate: -2%[57.1 µM]; GRP78 ERSR act: -1%; USP1-UAF1 inh: -9%

Carrying on:
SMILES,IDH1 R132H inh,LDHA inh,PI4K2A block,Vif-APOBEC3G blk,RXFP1 ag,Vif-A3F inh,TrxR1 substrate,GRP78 ERSR act,USP1-UAF1 inh
Cc1nc(C)c(-c2csc(Nc3ccc(C(=O)O)c(O)c3)n2)s1,15%,-4,0,-1%,4.7%,1%,-9%,-6%,-5%
CN(C)c1nc(N)nc(Nc2ccccc2C#N)n1,3%,3,-5,-2%,-0.4%,2%,5%[57.1 µM],0%,-12%
C/C(Cc1ccccc1)=N\NC(=O)CNC(=O)c1ccc2c(c1)OCCO2,5%,-4,-14,1%,3.5%,-4%,6%,-4%,-15%
CC(=O)c1ccc(N2CCN(S(=O)(=O)c3ccc4c(c3)CC(C)N4C(C)=O)CC2)cc1 (stereo not drawn),-1%,-2,3,1%,1.3%,3%,-1%,0%,-21%
CC(=O)C1=C(C)NC(=S)NC1c1cccc([N+](=O)[O-])c1 (stereo not drawn),0%,-3,-1,-4%,26%,0%,7%[57.1 µM],4%,-25%
COc1ccc2nc(NC(=O)NC3CCCCC3)sc2c1,14%,-6,6,1%,-2.3%,10%,-5%,1%,-13%
C=CCC(NC(=O)Cc1ccccc1)C(=O)NCCC (stereo not drawn),12%,-9,-3,2%,0.2%,1%,-3%,-5%,u
Cc1cc(C)n2cc(CSc3nc4ccccc4s3)nc2n1,-3%,-6,-3,-1%,3.6%,3%,6%,0%,-18%
O=C1CCC(=O)N1c1nc2nc(-c3ccccc3)cc(-c3ccccc3)n2n1,-5%,-6,-3,4%,0.2%,-3%,66%[activator],-4%,-7%
CC1(C)CC(=O)C=C(Nc2ccc3c(c2)OCCO3)C1,7%,-1,7,-1%,0.1%,0%,-9%,-8%,-20%
O=C(NCc1ccc(Cl)cc1)C1CC(O)CN1S(=O)(=O)c1ccc(Cl)cc1 (stereo not drawn),-4%,-5,-3,-5%,2.3%,-8%,1%,-2%,u
CCn1cc2nc(SCc3cccc(F)c3)n(CCc3ccccc3)c(=O)c2n1,0%,-3,0,3%,20%,5%,-12%[57.1 µM],9%,-14%
Nc1ccc(Cl)c(S(=O)(=O)Nc2ccccc2Cl)c1,7%,5,-4,-1%,-0.2%,0%,-1%[57.1 µM],-4%,-21%
COc1cccc(-n2nnnc2SCC(=O)NCCc2ccccc2)c1,3%,0,-6,-8%,2.3%,4%,7%[57.1 µM],-2%,-4%
CCOC(=O)CCSc1cc(C)c2ccccc2n1,2%,-2,5,-2%,11%,-11%,-2%,1%,-24%
